# Compound activity deposited in PubChem BioAssay by several laboratories.
# CHRM5 agonist: human M5 muscarinic receptor agonists, primary screen, CHO-K1 cells, Fluo-8 calcium fluorescence; Muscarinic acetylcholine receptor M5 (Homo sapiens), P08912; CHO-K1 hM5 cells; 0% DMSO wells, 100% maximal acetylcholine response; activation, % at 3 µM; hit rate 0.19% among 360,000;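 active means activation above the run's mean over test compounds plus 3 SD, cut at about 23% in these data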;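 further: signal is peak over basal fluorescence ratio across the kinetic read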
# Target sequence (P08912 whole entry, looked up): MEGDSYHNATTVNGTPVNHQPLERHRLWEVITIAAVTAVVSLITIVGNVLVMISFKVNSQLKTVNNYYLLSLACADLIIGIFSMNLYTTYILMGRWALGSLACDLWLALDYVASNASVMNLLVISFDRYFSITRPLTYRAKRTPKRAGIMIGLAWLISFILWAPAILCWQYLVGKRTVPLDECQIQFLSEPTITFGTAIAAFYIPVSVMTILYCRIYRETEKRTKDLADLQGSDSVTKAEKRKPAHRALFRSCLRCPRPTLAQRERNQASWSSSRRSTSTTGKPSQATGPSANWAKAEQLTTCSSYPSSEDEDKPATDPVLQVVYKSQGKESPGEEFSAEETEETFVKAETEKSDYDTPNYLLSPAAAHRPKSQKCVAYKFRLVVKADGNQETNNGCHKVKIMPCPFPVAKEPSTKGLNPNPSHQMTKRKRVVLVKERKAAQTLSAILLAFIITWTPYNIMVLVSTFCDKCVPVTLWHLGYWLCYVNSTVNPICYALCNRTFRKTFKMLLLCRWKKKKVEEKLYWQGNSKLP
# CHRM4 PAM: human M4 muscarinic receptor positive allosteric modulators, primary screen, CHO-K1 cells, Fluo-8 calcium fluorescence. Muscarinic acetylcholine receptor M4 (Homo sapiens), P08173. CHO-K1 hM4/Gqi5, ACh EC20; 0% = ACh EC20, 100% = maximal ACh. activation, % at 3 µM. hit rate 0.4% among 360,000;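 active means activation above its plate's cutoff, the mean activation of sample wells plus 3 SD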; further: some results filed as inactive read as strong as hits
# Target sequence (P08173 whole entry, looked up): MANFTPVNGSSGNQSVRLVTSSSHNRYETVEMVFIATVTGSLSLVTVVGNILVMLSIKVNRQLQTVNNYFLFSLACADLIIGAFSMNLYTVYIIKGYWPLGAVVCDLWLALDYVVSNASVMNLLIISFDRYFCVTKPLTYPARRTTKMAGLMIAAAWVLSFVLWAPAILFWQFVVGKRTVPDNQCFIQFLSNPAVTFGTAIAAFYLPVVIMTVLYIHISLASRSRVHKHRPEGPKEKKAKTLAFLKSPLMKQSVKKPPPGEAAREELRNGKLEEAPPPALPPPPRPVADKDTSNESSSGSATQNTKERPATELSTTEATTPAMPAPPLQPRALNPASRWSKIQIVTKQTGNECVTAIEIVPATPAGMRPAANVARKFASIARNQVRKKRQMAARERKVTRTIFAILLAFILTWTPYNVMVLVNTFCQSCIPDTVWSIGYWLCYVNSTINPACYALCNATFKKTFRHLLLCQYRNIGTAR
# CHRM5 antagonist: human M5 muscarinic receptor antagonists, primary screen, CHO cells, Fluo-8 calcium fluorescence; hit rate 0.59% among 360,000; CHO-hM5 cells, ACh EC80; inhibition, % at 3 µM; Muscarinic acetylcholine receptor M5 (Homo sapiens), P08912;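 active means inhibition above a per-plate cutoff, the mean of that plate's test compounds plus 3 SD, cut at about 27% in these data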;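 further: 0% = acetylcholine EC80 with DMSO and 100% = DMSO without agonist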
# CHRM4 antagonist: human M4 muscarinic receptor antagonists, primary screen, CHO cells, Fluo-8 calcium fluorescence. inhibition, % at 3 µM. CHO-hM4 cells, ACh EC80. Muscarinic acetylcholine receptor M4 (Homo sapiens), P08173. hit rate 0.73% among 360,000;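 active means inhibition above its plate's cutoff, the mean inhibition of sample wells plus 3 SD, cut at about 27% in these data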;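 further: 0% = acetylcholine EC80 with DMSO and 100% = DMSO without agonist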
# CHRM5 PAM: human M5 muscarinic receptor positive allosteric modulators, primary screen, CHO-K1 cells, Fluo-8 calcium fluorescence; Muscarinic acetylcholine receptor M5 (Homo sapiens), P08912; CHO-K1 hM5, ACh EC20 PAM; 0% = ACh EC20, 100% = ACh EC100; activation, % at 3 µM; hit rate 0.3% among 360,000; AID 624038, 2012;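 active means activation above the run cutoff, the mean activation of all test compounds plus 3 SD, cut at about 18% in these data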
#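 System: CHO-K1 cell line with stable human muscarinic M5 receptor expression | Also added: EC20 acetylcholine as agonist stimulus | Compound: One concentration, 3 µM final (nominal) | Timing: Fluo-8 loading 80 min at 37 °C plus 30 min room temperature | Measured by: Fluo-8 calcium dye fluorescence, kinetic read | Read-out basis: % activation, ACh-normalized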
# CHRM1 PAM: human M1 muscarinic receptor positive allosteric modulators, primary screen, CHO-K1 cells, Fluo-8 calcium fluorescence, 1536-well; Muscarinic acetylcholine receptor M1 (Homo sapiens), P11229; CHO-K1 hM1, ACh EC20; 0% = ACh EC20, 100% = maximal ACh; activation, % at 3 µM; hit rate 0.088% among 360,000; AID 588819, 2011; in the data active means activation above about 19%, passing the limit was not always enough
# CHRM4 agonist: human M4 muscarinic receptor agonists, primary screen, CHO-K1 cells, Fluo-8 calcium fluorescence; activation, % at 3 µM; CHO-K1 hM4/Gqi5; vehicle 0%, full acetylcholine response 100%; AID 624127, 2012; Muscarinic acetylcholine receptor M4 (Homo sapiens), P08173; hit rate 0.14% among 360,000;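 active means activation above the run mean over all test wells plus 3 SD, cut at about 32% in these data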;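 further: peak over basal fluorescence ratio per well then scaled between controls; 0% = DMSO wells and 100% = acetylcholine at EC100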
# M1 antag: human M1 muscarinic receptor antagonists, primary screen, CHO-K1 cells, Fluo-8 calcium fluorescence, 1536-well. CHO-K1 hM1, ACh EC80 antagonist. Muscarinic acetylcholine receptor M1 (Homo sapiens), P11229. AID 588852, 2011. hit rate 1.3% among 360,000. inhibition, % at 3 µM;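 active means percent inhibition above its own plate's cutoff, namely the mean of that plate's compound wells plus 3 SD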;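 further: peak over basal fluorescence ratio during 140 s after agonist addition; 0% = ACh EC80 plus DMSO and 100% = DMSO alone without agonist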
# CRFBP-R2 agonist: agonists of CRF-BP/CRF-R2 complex, primary screen, cell-based, HEK293, calcium dye fluorescence, uHTS; activation, % at 13.2 µM; hit rate 0.46% among 350,000; CRF-binding protein / CRF receptor 2 complex (human); calcium dye fluorescence (FLIPR); percent of saturating CRF peptide response;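 active means activation of at least 50%, plus an integration ratio under a set limit after plate pattern correction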;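 further: plate controls were neutral control wells without compound for no effect and CRF at EC100 for full effect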
# * = called active by the depositor; nt = no result given.
# Abbreviations – A = CHRM5 agonist; B = CHRM4 PAM; C = CHRM5 antagonist; D = CHRM4 antagonist; E = CHRM5 PAM; F = CHRM1 PAM; G = CHRM4 agonist; H = M1 antag; I = CRFBP-R2 agonist
> Cc1ccc(NC(=O)c2ccc(OCc3c(C)noc3C)cc2)nc1
  A = 1; B = -5; C = 8; D = 12; E = -7; F = -1; G = 1; H = 2; I = -0.3
> COc1ccc(NC(=O)c2sc(NC(=O)COc3ccccc3)nc2C)cc1
  A = -2; B = -1; C = 20; D = -4; E = -9; F = 2; G = 6; H = -5; I = -1.2
> O=C(Nc1c(C(=O)c2ccccc2)oc2ccccc12)c1cc(-c2ccccc2O)n[nH]1
  A = 1; B = 9; C = 0; D = -2; E = 3; F = 9; G = 1; H = -3; I = 0.8
> COc1cc(C2C(C(=O)c3ccc(C)o3)=C(O)C(=O)N2c2cc(C)on2)ccc1OCc1ccccc1 (centres undefined)
  A = -4; B = 8; C = 6; D = -18; E = -4; F = 9; G = 1; H = -8; I = 0.1
> Cc1nn(Cc2c(F)c(F)c(F)c(F)c2F)c(C)c1NC(=O)c1ccc(COc2ccc(F)cc2)o1
  A = 2; B = -3; C = 5; D = -1; E = -10; F = -6; G = 15; H = 6; I = 1.3
> O=C(CSc1ccccc1C(=O)O)NCc1ccc(Cl)cc1
  A = -3; B = 5; C = -2; D = 5; E = 0; F = 6; G = 1; H = -11; I = -1.1
> Cc1nc2c3cnn(-c4ccccc4)c3ncn2n1
  A = 1; B = 17; C = -1; D = 1; E = -6; F = 4; G = 2; H = -6; I = -0.2
> CCOC(=O)CN1C(=O)CSc2ccc(S(=O)(=O)N3CCOCC3)cc21
  A = -5; B = 1; C = 1; D = 5; E = 0; F = 7; G = 2; H = -2; I = -0.1
> Cn1c(N)c(C(=O)COC(=O)C(Cc2ccccc2)NC(=O)c2ccccc2)c(=O)n(C)c1=O (centres undefined)
  A = -6; B = -14; C = 0; D = 1; E = -8; F = -3; G = 2; H = 2; I = -2.6
> CN1C(=O)Cc2cc(S(=O)(=O)N3CCN(c4cccc(Cl)c4)CC3)ccc21
  A = -2; B = -4; C = 1; D = -11; E = 1; F = 1; G = 0; H = -4; I = 1.3
> Cc1c(C)n(Cc2ccc(Cl)cc2)c2ccc(C(=O)NCCCN3CCOCC3)cc12
  A = -7; B = -10; C = 16; D = -8; E = -6; F = -9; G = 1; H = 12; I = 0.5
> O=C(CN1CCC(C(=O)c2ccc3c(c2)OCCO3)CC1)NCc1ccccc1
  A = -4; B = -5; C = 11; D = 10; E = -1; F = 8; G = 3; H = 4; I = 0.7
> CC1NC(=S)N(Cc2ccccc2)C1=O (centres undefined)
  A = -4; B = -2; C = 4; D = 5; E = 4; F = 14; G = 0; H = -8; I = -0.4
> O=C1NC(=S)S/C1=C/c1ccc(OC(=O)c2ccco2)cc1
  A = -4; B = -3; C = 12; D = 13; E = -7; F = -11; G = 3; H = 8; I = -1.1
> Cc1ccc(OCc2csc(N)n2)cc1
  A = -1; B = -5; C = 12; D = 4; E = 1; F = 0; G = -1; H = -2; I = -2.1
> CN(C)c1ccc(NC(=O)Cn2ncn3c(cc4ccccc43)c2=O)cc1
  A = 1; B = 0; C = -8; D = -6; E = 6; F = 2; G = 0; H = -7; I = 0.2
> CCc1nc(SCC(=O)N2CCN(c3ccccc3)CC2)c2oc3ccccc3c2n1
  A = 3; B = 3; C = 7; D = -2; E = -7; F = -8; G = 3; H = 9; I = 1.8
> Cc1ccc2cc(CN(C)C(=O)C3CCCO3)c(=O)[nH]c2c1 (centres undefined)
  A = -1; B = 5; C = 5; D = 6; E = 0; F = 6; G = 0; H = -1; I = 1.2
> CCCS(=O)(=O)NC(=O)C1(C)CCCN(C(=O)c2cc(OC)ccc2Br)C1 (centres undefined)
  A = 3; B = 8; C = -4; D = -4; E = 1; F = 11; G = 1; H = -17; I = nt
> CC(=O)Nc1ccc(NC(=O)C/C(C)=N/NC(=O)C(=O)N2CCCC2)cc1
  A = -2; B = -5; C = 5; D = 16; E = -6; F = 10; G = -1; H = -14; I = 0.5

# Exported field by field: part of the list above
SMILES: O=C(CN1CCC(C(=O)c2ccc3c(c2)OCCO3)CC1)NCc1ccccc1
  CHRM5 agonist = -4 | CHRM4 PAM = -5 | CHRM5 antagonist = 11 | CHRM4 antagonist = 10 | CHRM5 PAM = -1 | CHRM1 PAM = 8 | CHRM4 agonist = 3 | M1 antag = 4 | CRFBP-R2 agonist = 0.7
SMILES: CN(C)c1ccc(NC(=O)Cn2ncn3c(cc4ccccc43)c2=O)cc1
  CHRM5 agonist = 1 | CHRM4 PAM = 0 | CHRM5 antagonist = -8 | CHRM4 antagonist = -6 | CHRM5 PAM = 6 | CHRM1 PAM = 2 | CHRM4 agonist = 0 | M1 antag = -7 | CRFBP-R2 agonist = 0.2
SMILES: CC1NC(=S)N(Cc2ccccc2)C1=O (centres undefined)
  CHRM5 agonist = -4 | CHRM4 PAM = -2 | CHRM5 antagonist = 4 | CHRM4 antagonist = 5 | CHRM5 PAM = 4 | CHRM1 PAM = 14 | CHRM4 agonist = 0 | M1 antag = -8 | CRFBP-R2 agonist = -0.4
SMILES: CCCS(=O)(=O)NC(=O)C1(C)CCCN(C(=O)c2cc(OC)ccc2Br)C1 (centres undefined)
  CHRM5 agonist = 3 | CHRM4 PAM = 8 | CHRM5 antagonist = -4 | CHRM4 antagonist = -4 | CHRM5 PAM = 1 | CHRM1 PAM = 11 | CHRM4 agonist = 1 | M1 antag = -17 | CRFBP-R2 agonist = nt

# Next section:
# Abbreviations – A = CHRM5 agonist; B = CHRM4 PAM; C = CHRM5 antagonist; D = CHRM4 antagonist; E = CHRM5 PAM; F = CHRM1 PAM; G = CHRM4 agonist; H = M1 antag; I = CRFBP-R2 agonist
> CCOC(=O)c1ccc(NC(=O)COc2ccccc2CNCCO)cc1
  A = -5; B = -3; C = 5; D = -6; E = -2; F = 1; G = 0; H = -7; I = 0.8
> COc1ccc2c(CN3CCN(Cc4ccccc4)CC3)cc(=O)oc2c1
  A = -2; B = -4; C = 13; D = 3; E = -7; F = -15; G = 1; H = 12; I = -2.5
> O=C(NN1C(=O)C2C(C1=O)C1C=CC2C12CC2)c1ccncc1 (centres undefined)
  A = -7; B = 10; C = 14; D = 1; E = 5; F = 9; G = 0; H = -8; I = -1.1
> COc1ccc(CNC(=O)C2Cc3c(-c4cccc(F)c4)ccnc3O2)cc1OC (centres undefined)
  A = 1; B = -2; C = -3; D = -4; E = -3; F = -2; G = 3; H = -3; I = nt
> CC(=O)c1sc(N/N=C\c2cccc(Br)c2)nc1C
  A = -4; B = -2; C = 2; D = -1; E = -12; F = 2; G = 2; H = -5; I = 19
> c1ccc(OCCn2cnc3ccccc32)cc1
  A = -1; B = 2; C = 5; D = 3; E = -6; F = 7; G = 4; H = -3; I = -0.6
> COc1ccc(C)cc1S(=O)(=O)Nc1cc2c3c(c1)CCN3C(=O)CC2
  A = 1; B = 0; C = -1; D = 3; E = 0; F = 4; G = 1; H = -8; I = 0.0
> COc1cccc(/C=N/NC(=O)C(=O)N2CCCC2)c1
  A = 0; B = 14; C = 11; D = 11; E = -3; F = 4; G = -2; H = -2; I = -0.9
> CN(CC(=O)Nc1ccccc1F)Cc1cccs1
  A = -2; B = -7; C = 11; D = 5; E = -1; F = 2; G = -1; H = -1; I = -1.7
> O=C(c1nc(-c2ccccc2)n(-c2ccccc2)n1)N1CCN(S(=O)(=O)c2ccccc2)CC1
  A = 1; B = 1; C = -2; D = -5; E = -4; F = 2; G = 1; H = -8; I = -0.9
> CC(=O)NCCC(=O)N1CCCC(C(=O)c2ccc3c4c(cccc24)CC3)C1 (centres undefined)
  A = -8; B = 6; C = 3; D = -7; E = 2; F = 2; G = 1; H = -4; I = 0.4
> O=C(O)C1C(c2ccccc2)C(C(=O)N2CCOCC2)C1c1ccccc1 (centres undefined)
  A = -3; B = 12; C = -3; D = 4; E = -1; F = 12; G = 0; H = -7; I = -1.1
> CCN1CCN(C(=O)c2ccc3c(c2)N(Cc2ccc(F)cc2)C(=O)c2ccccc2S3=O)CC1 (centres undefined)
  A = -2; B = 0; C = 0; D = 0; E = 1; F = 2; G = 1; H = -5; I = 1.4
> Cc1cccc(N2CCN(C3CCCCC3NS(=O)(=O)c3ccccc3)CC2C)c1 (centres undefined)
  A = -1; B = -14; C = 16; D = 11; E = -4; F = -27; G = 0; H = 29; I = -1.3
> COc1cc(S(=O)(=O)NC2CCCC2)c(OC)cc1C
  A = -3; B = 8; C = 7; D = 1; E = 4; F = 0; G = 0; H = 9; I = 0.0
> CC1(C)C(=O)Nc2ccccc2N1C(=O)COc1ncnc2ccccc12
  A = -5; B = 3; C = -5; D = -4; E = -1; F = 3; G = 4; H = -5; I = -0.7
> C=CCn1c(SCc2ccc(C#N)cc2)nnc1-c1ccccc1
  A = -1; B = 3; C = -4; D = -5; E = -3; F = 3; G = 2; H = -12; I = -0.7
> CC(=NO)C1CCC2C3CCC4CC(=NO)CCC4(C)C3C(C)(O)CC12C (centres undefined)
  A = 3; B = -6; C = 15; D = 5; E = -17; F = -14; G = 16; H = 32; I = -4.2
> Cc1nc2ccccc2n1C(C)c1nc2ccccc2n1CC(=O)c1ccc(OC(F)(F)F)cc1 (centres undefined)
  A = -2; B = 8; C = 15; D = -12; E = -4; F = nt; G = 2; H = nt; I = nt
> COc1ccc(N2C(=O)c3ccccc3NC2c2ccc(NC(C)=O)cc2)c(OC)c1 (centres undefined)
  A = -1; B = -3; C = 1; D = 12; E = 7; F = 8; G = 0; H = -2; I = -0.2
> CC1(C)C2CCC13CS(=O)(=O)N[C@@H]3C2 (some centres undefined)
  A = -1; B = 0; C = -4; D = 3; E = 3; F = 1; G = 1; H = -16; I = -0.8
> CSc1nc2ccc3nc(NC(=O)c4ccccc4)sc3c2s1
  A = 2; B = 12; C = -1; D = -14; E = -2; F = 9; G = 0; H = -18; I = 0.2
> O=C(COc1ccccc1)NNC(=S)NC(=O)c1ccccc1
  A = 0; B = -1; C = -1; D = -2; E = 5; F = 12; G = 1; H = -15; I = -1.1
> S=C(NN=C(c1ccccc1)c1ccccn1)N(Cc1ccccn1)Cc1ccccn1
  A = -4; B = -2; C = 17; D = 2; E = -18; F = -6; G = 1; H = -12; I = -3.5
> Cc1ccc(N(CC2CO2)S(=O)(=O)c2ccccc2[N+](=O)[O-])cc1 (centres undefined)
  A = -3; B = 7; C = 2; D = -8; E = 4; F = 11; G = 0; H = -10; I = 0.8
> CS(=O)(=O)N1CCC(NC(=O)Nc2ccc(OC(F)(F)F)cc2)CC1
  A = 2; B = 1; C = 7; D = 0; E = -8; F = -8; G = 2; H = 12; I = 0.3
